CTSL1 counter: Fasciola hepatica cathepsin L1 inhibitors, primary screen, counter-screen for PFM18AAP inhibitor project, biochemical, QFRET, fluorogenic peptide substrate; 300,000 compounds, 0.49% hits; inhibition, % at 5.96 µM; recombinant F. hepatica cathepsin L1, Z-Leu-Arg-MCA fluorescence;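 active means inhibition above the mean of all tested compounds plus 3 SD, set per screening campaign, cut at about 17% in these data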;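 further: 0% = plate median of test compound wells and 100% = 1 µM Z-Phe-Ala-diazomethylketone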
JMJD2C inh: inhibitors of GASC-1 histone demethylase, primary screen, biochemical, fluorescence, DELFIA europium | inhibition, % at 2.35 µM | GST-JMJD2C(1-420) H3K9me3 demethylation | 330,000 compounds, 0.069% hits | AID 2099, 2009;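 active means more than half of a compound's replicate wells show inhibition beyond 50%, single wells judged on their own value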;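 further: signal counts dimethyl H3K9 product captured on neutravidin plate; 0% = median of DMSO wells and 100% = 0.3 times that DMSO median; strong numbers were not always called active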
Target sequence (Q9H3R0 1-420 limits assumed): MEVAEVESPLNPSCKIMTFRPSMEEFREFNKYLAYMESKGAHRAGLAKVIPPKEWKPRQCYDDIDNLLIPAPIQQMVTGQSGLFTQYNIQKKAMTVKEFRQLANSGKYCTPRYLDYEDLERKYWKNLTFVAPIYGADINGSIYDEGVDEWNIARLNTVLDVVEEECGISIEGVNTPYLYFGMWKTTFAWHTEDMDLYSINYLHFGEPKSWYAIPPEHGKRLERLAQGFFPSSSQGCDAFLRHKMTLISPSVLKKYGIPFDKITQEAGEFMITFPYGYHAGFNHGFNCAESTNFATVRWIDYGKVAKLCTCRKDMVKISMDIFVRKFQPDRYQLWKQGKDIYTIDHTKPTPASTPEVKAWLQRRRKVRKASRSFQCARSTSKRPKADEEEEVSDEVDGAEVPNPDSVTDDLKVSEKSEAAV
TPT1 inh: Candida albicans TPT1 enzyme inhibitors, primary screen, biochemical, fluorescence polarization; tRNA 2'-phosphotransferase TPT1 (Candida albicans SC5314); recombinant caTPT1, FP RNA substrate dephosphorylation; inhibition, % at 5 µM; 300,000 compounds, 0.81% hits; AID 1962, 2009;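 active means inhibition above the mean of all tested compounds plus 3 SD, set per screening campaign, cut at about 24% in these data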;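 further: plate controls were DMSO alone for no effect and ferristatin control at 100 nM for full effect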
PP1 inh: PP1-alpha phosphatase inhibitors, primary screen, counter-screen for PP5 inhibitor project, biochemical, fluorescence, OMFP substrate, single point; Serine/threonine-protein phosphatase PP1-alpha catalytic subunit (Homo sapiens), P62136; purified PP1alpha; inhibition, % at 6.7 µM; 320,000 compounds, 0.9% hits;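 active means inhibition above the mean inhibition of all tested compounds plus 3 SD, computed separately for each screening campaign, cut at about 15% in these data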
PREPL inh: PREPL enzyme inhibitors, primary screen, biochemical, fluorescence polarization; Prolyl endopeptidase-like (Homo sapiens), Q4J6C6; recombinant PREPL, fluorescence polarization activity-based probe; inhibition, % at 5.96 µM; 320,000 compounds, 0.68% hits; in the data active means inhibition above about 43%;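 further: 0% = enzyme with DMSO and 100% = wells lacking enzyme; many of its hits are not listed in these tables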
Efflux pump mplx: inhibitors of Candida efflux pumps in yeast, primary screen, S. cerevisiae, Nile Red, multiplex | S. cerevisiae Candida pump triplex | inhibition, % at 10 µM | 330,000 compounds, 0.44% hits;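 active means plate passing quality check with inhibition over a set limit, or well fluorescence over plate mean plus 4 SD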;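 further: Nile Red retained in pooled yeast measured as flow cytometry median fluorescence; 0% = buffer negative control and 100% = Enniatin B positive control; higher means more Nile Red kept so more efflux inhibition; some compounds called inactive have numbers as strong as hits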
PP5 primary: PP5 phosphatase inhibitors, primary screen, biochemical, fluorescence; 320,000 compounds, 0.18% hits; purified PP5c, OMFP substrate fluorescence; inhibition, % at 6.7 µM; Serine/threonine-protein phosphatase 5 (Homo sapiens), P53041;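 active means inhibition above the campaign's mean inhibition across all tested compounds plus 3 SD, cut at about 9.5% in these data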;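 further: 0% = DMSO only and 100% = 100 µM cantharidin control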
Target sequence (P53041 whole entry, looked up): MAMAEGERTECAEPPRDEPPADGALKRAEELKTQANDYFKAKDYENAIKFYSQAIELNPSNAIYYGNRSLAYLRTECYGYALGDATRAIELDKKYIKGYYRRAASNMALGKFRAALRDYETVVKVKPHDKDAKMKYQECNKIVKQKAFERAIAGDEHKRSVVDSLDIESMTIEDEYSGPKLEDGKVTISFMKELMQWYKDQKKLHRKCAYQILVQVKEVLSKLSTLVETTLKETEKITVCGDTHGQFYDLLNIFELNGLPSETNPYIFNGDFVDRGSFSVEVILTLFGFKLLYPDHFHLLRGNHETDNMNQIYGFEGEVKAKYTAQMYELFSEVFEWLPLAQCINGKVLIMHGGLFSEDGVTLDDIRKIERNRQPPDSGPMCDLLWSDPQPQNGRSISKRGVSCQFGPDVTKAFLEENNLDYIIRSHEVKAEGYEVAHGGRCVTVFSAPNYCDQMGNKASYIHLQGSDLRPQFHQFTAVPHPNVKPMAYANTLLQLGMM
HCV core dimer: inhibitors of HCV core protein dimerization, primary screen, biochemical, TR-FRET, high-throughput; inhibition, % at 5 µM; AID 1899, 2009; 300,000 compounds, 0.33% hits; TR-FRET GST/Flag-core106 dimerization, 1536-well;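 active means inhibition above the mean of all tested compounds plus 3 SD, set per screening campaign, cut at about 45% in these data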
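test system = GST/Flag-tagged HCV core106 proteins | probe or stimulus = Eu donor and XL665 acceptor anti-tag antibodies | times = compound-protein-antibody incubation 4 h at 22.5 °C | signal = TR-FRET, excitation 340 nm, emission 617 and 671 nm | measure = percent inhibition of core106 dimerization signal | controls = wells lacking GST-core106 and wells with excess unlabelled core106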
LYPLA2 counter: LYPLA2 inhibitors, primary screen, counter-screen for PME1 inhibitor project, biochemical, fluorescence polarization, FP-Rh probe ABPP; recombinant LYPLA2; 320,000 compounds, 0.38% hits; AID 2177, 2009; Acyl-protein thioesterase 2 (Homo sapiens), O95372; inhibition, % at 5.9 µM;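 active means inhibition above the screen-wide mean plus 3 SD, limit set per campaign, cut at about 26% in these data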;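 further: 0% = LYPLA2 with DMSO and 100% = wells lacking LYPLA2 enzyme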
An asterisk follows results filed as active; i = inactive; / = not tested or not shown. An excerpt; the hit share may differ from the screen's.

SMILES	CTSL1 counter	JMJD2C inh	TPT1 inh	PP1 inh	PREPL inh	Efflux pump mplx	PP5 primary	HCV core dimer	LYPLA2 counter
CC1Nc2ccccc2C(=O)N1NC(=O)c1ccc(Br)cc1 (stereo not given)	-3	-3	2	-3	-8	0.2	4.2	2	2
COCc1ccc(-c2ccc3c(c2)c(C#Cc2ccsc2)c(-c2cc(OC)cc(OC)c2)n3C)cc1	/	3	/	9	14	0.4	2.4	/	-2
CCOC(=O)c1sc(NC(=O)c2cccnc2)nc1C	6	-3	2	0	-1	0.1	-1.9	-7	-2
Cc1ccccc1NC(=S)NC1CC2CCC(C1)N2Cc1ccco1 (stereo not given)	11	-1	-2	1	13	-0.1	1.6	5	-4
CC(C)(C)OC(=O)N1CCC[C@H]1C(=O)Nc1ccc(S(=O)(=O)C(F)F)cc1	5	-6	4	-8	12	-0.1	-5.4	-4	1
Cc1ccccc1Cn1nnc(-c2ccc(C(=O)O)cc2)n1	0	3	-6	-3	8	0.1	-0.7	1	-1
O=C(NC(=S)Nc1ccccc1)c1cncc(C#Cc2ccccc2)c1	2	1	-2	-3	11	-0.1	6.7	-11	17
CCCCNC(=O)CSc1nc(O)cc(=O)n1C1CCCC1	-4	1	0	1	4	0.0	1.4	4	3
Cc1nc2ccccc2c2oc(C(=O)NCCCN3CCC(C)CC3)cc12	-1	i	-1	-1	-10	0.1	1.9	6	-2
Cc1c(C(=O)NCCS(=O)(=O)N2CCN(c3ccccc3F)CC2)cccc1[N+](=O)[O-]	-4	-1	2	-1	-31	0.0	5.1	-10	13
CC(C)c1ccc(C2C(C(=O)c3ccco3)=C(O)C(=O)N2CC2CCCO2)cc1 (stereo not given)	4	/	-1	13	2	0.0	1.5	-4	1
C=C1CCN([C@H](C(=O)OCc2ccc(C)cc2)C(C)C)S(=O)(=O)c2ccccc21	-3	/	-6	0	13	0.0	3.3	-6	-6

Reformatted: results already given
SMILES,CTSL1 counter,JMJD2C inh,TPT1 inh,PP1 inh,PREPL inh,Efflux pump mplx,PP5 primary,HCV core dimer,LYPLA2 counter
CC(C)c1ccc(C2C(C(=O)c3ccco3)=C(O)C(=O)N2CC2CCCO2)cc1 (stereo not given),4,/,-1,13,2,0.0,1.5,-4,1
Cc1ccccc1NC(=S)NC1CC2CCC(C1)N2Cc1ccco1 (stereo not given),11,-1,-2,1,13,-0.1,1.6,5,-4
C=C1CCN([C@H](C(=O)OCc2ccc(C)cc2)C(C)C)S(=O)(=O)c2ccccc21,-3,/,-6,0,13,0.0,3.3,-6,-6
CC(C)(C)OC(=O)N1CCC[C@H]1C(=O)Nc1ccc(S(=O)(=O)C(F)F)cc1,5,-6,4,-8,12,-0.1,-5.4,-4,1
O=C(NC(=S)Nc1ccccc1)c1cncc(C#Cc2ccccc2)c1,2,1,-2,-3,11,-0.1,6.7,-11,17
CCOC(=O)c1sc(NC(=O)c2cccnc2)nc1C,6,-3,2,0,-1,0.1,-1.9,-7,-2

Later entries:
SMILES	CTSL1 counter	JMJD2C inh	TPT1 inh	PP1 inh	PREPL inh	Efflux pump mplx	PP5 primary	HCV core dimer	LYPLA2 counter
Cc1cccc(C)c1OCC(=O)N/N=C/c1ccc2c(c1)OCO2	3	2	-1	1	-13	-0.1	-1.2	-3	3
CCCCC1=CC2=CC(=O)C(C)(OC(=O)CC)C(=O)C2=CN1C1CCCCC1 (stereo not given)	4	0	-1	4	25	0.1	2.1	-4	4
O=[N+]([O-])c1cc(-c2ccc(/C=N/c3nc4ccccn4c3-c3ccco3)o2)ccc1Cl	1	0	-2	4	29	0.4	0.4	18	7
CC1(c2ccc(OC(F)F)cc2)NC(=O)N(CC(=O)N2CCN(C(=O)c3ccco3)CC2)C1=O (stereo not given)	/	/	/	-5	0	0.1	0.8	/	0
Cn1c(SCC(=O)NCCc2ccccc2)nnc1-c1ccncc1	-1	-4	-2	8	-4	0.0	2.5	-1	4
CCC1C(=O)NCCN1C(=O)c1ccccc1OC1CCN(S(C)(=O)=O)CC1 (stereo not given)	1	1	-2	2	8	0.1	-0.3	3	2
COCCSc1ccccc1C(=O)Nc1ccccc1C(C)C	0	22	0	9	5	0.1	-1.5	-1	0
COc1cc(C(=O)Oc2ccccc2/C=N/NC(=O)c2ccc(Cl)cc2)cc(OC)c1OC	-1	-17	0	2	3	-0.1	2.9	16	-29
O=C(Nc1ccc2nn(-c3ccc(F)cc3)nc2c1)c1cccnc1	0	2	1	0	13	-0.2	0.7	0	-10
CCOC(=O)N1CCC(c2cc(=O)n3[nH]c(-c4ccccc4)cc3n2)CC1	3	52	0	4	4	0.1	-2.6	0	-1
CCC(=O)NC(Nc1cc(C)ccn1)(C(F)(F)F)C(F)(F)F	-3	-10	0	-4	5	-0.1	0.7	-3	-5
O=S1(=O)CC(N2CCOCC2)c2ccccc21 (stereo not given)	3	-12	-3	12	-6	-0.1	-4.7	1	5
CCc1cccc2c(=O)c(C(=O)NCCN3CCOCC3)c[nH]c12	2	4	-1	-4	7	0.0	1.3	-6	-1
O=C(NCc1ccccn1)c1cc(Cl)ccc1OCc1ccccc1	2	-19	2	-2	14	0.6	0.7	4	-2
Cc1nn(-c2ccc(F)cc2F)c(=O)c2noc(C)c12	5	6	4	1	5	0.1	3.0	1	1
Cc1c(C)n(Cc2ccc(Cl)cc2)c2ccc(C(=O)NCCCN3CCOCC3)cc12	3	-3	4	2	20	0.2	4.9	-9	1
CCOC(=O)c1[nH]c2ccccc2c1NC(=O)c1nonc1C	-4	-6	-2	1	2	0.0	1.5	0	-1
O=C(Nc1cccnc1)C1=NN(C2CCS(=O)(=O)C2)C(=O)CC1 (stereo not given)	1	-12	2	-3	11	0.0	-1.3	-4	2
Cc1ccc(-n2c(SCC(=O)N/N=C/c3ccccc3C(=O)O)nnc2-c2ccc(Cl)cc2)cc1	1	-2	-2	6	-1	0.2	1.2	15	-7
O=C(COC(=O)c1cc(=O)[nH]c2ccccc12)NC1CCCC1	-14	11	-9	1	-2	0.3	1.8	-1	-6
COc1ccc(OCC(=O)N/N=C/c2ccc(O[C@@H]3O[C@H](CO)[C@@H](O)[C@H](O)[C@H]3O)cc2)cc1	-3	-15	0	0	6	-0.2	-0.8	-3	4
COc1ccc(Cl)cc1CSc1n[nH]c(C)n1	-3	9	1	-1	0	0.1	-0.4	1	4
Cc1sc2ccccc2[n+]1CC(=O)c1ccccc1	4	2	-1	-1	1	-0.1	-2.2	-4	-4
O=C(Cc1ccccc1)NCC(=O)N1CCCCC1	0	9	0	0	-8	-0.1	-0.7	0	-2

Look-ups from above:
Value for COCc1ccc(-c2ccc3c(c2)c(C#Cc2ccsc2)c(-c2cc(OC)cc(OC)c2)n3C)cc1 in Efflux pump mplx: 0.4
Value for CCOC(=O)c1[nH]c2ccccc2c1NC(=O)c1nonc1C in TPT1 inh: -2
Value for CC1(c2ccc(OC(F)F)cc2)NC(=O)N(CC(=O)N2CCN(C(=O)c3ccco3)CC2)C1=O (stereo not given) in LYPLA2 counter: 0

New compounds follow:
SMILES	CTSL1 counter	JMJD2C inh	TPT1 inh	PP1 inh	PREPL inh	Efflux pump mplx	PP5 primary	HCV core dimer	LYPLA2 counter
CCCCCCCc1c(C)nc(N2CCOCC2)[nH]c1=O	6	5	-3	-5	1	-0.1	1.7	-2	2
COc1ccc2c(c1)C(c1ccc(C)o1)=NNC(c1ccccc1)=N2	3	7	-4	0	6	-0.2	3.9	-3	2
Cc1cc(C)c2nc(NCc3ccccc3O)sc2c1	-1	-2	-4	-1	-4	0.1	3.5	-6	-4
Cc1ccc(C(=O)Nc2nnc(C3CCCCC3)s2)o1	4	-6	0	-1	12	-0.2	1.6	-5	5
COc1ccc(NC(=O)COc2ccc(/C=N/O)cc2OC)cc1	-2	1	0	-2	-6	0.1	0.8	-2	-5
Cc1nn(C)c(C)c1/C=C/C(=O)c1ccc(Cl)cc1Cl	4	-5	2	-3	14	-0.1	4.0	0	0
CN1CCN(c2oc(COc3ccc(-c4ccccc4)cc3)nc2C#N)CC1	2	4	-5	2	38	0.1	-0.1	0	-1
O=C(COc1ccc(Cl)cc1)Nc1ccc(Cl)cn1	4	-2	-4	-3	17	0.0	-0.9	-4	7
CCS(=O)(=O)c1ccc(O)c(NC(=O)/C=C/c2ccc(Cl)cc2)c1	4	0	-1	-4	6	0.0	0.8	-1	2
CCCNC(=O)N(C)c1nncnc1C(=O)NC	-4	3	-6	0	-9	-0.1	0.6	0	3
NC(N)=NS(=O)(=O)c1ccc(NC(=S)NC(=O)/C=C/c2ccc(F)cc2)cc1	3	-3	-4	-3	-2	-0.1	4.8	-3	1
Cc1noc(/C=C/N(C)C)c1S(=O)(=O)N(C)Cc1ccc(F)cc1	4	-3	8	2	2	-0.1	1.6	3	-2
COc1cc(N2CCCC2)c(OC)cc1/C=C(/C#N)c1cccc(Br)c1	0	16	103*	3	2	0.2	-1.8	0	1
CSCCC(NC(=O)c1ccccc1Cl)C(=O)N1CC(C)OC(C)C1 (stereo not given)	/	3	/	-8	0	-0.1	0.6	/	-5
O=C(CCNC(=O)c1ccc(Br)o1)NCc1ccc(Cl)cc1	-2	-2	-1	0	0	-0.2	1.8	-1	1
CNC(=O)COC(=O)c1ccc2c(c1)S(=O)(=O)c1ccccc1C2=O	-2	-31	1	0	3	-0.1	0.8	-6	6
Cc1ccc(NC(=O)CS(=O)CC(=O)N(CC(=O)NC2CCCC2)c2cccc(C)c2C)cc1 (stereo not given)	3	1	1	2	24	0.0	0.9	-4	2
COc1ccc(-n2[nH]c(C)cc2=O)cc1	2	15	-5	-2	17	0.1	4.4	-4	-6
COc1cc(C#Cc2ccc3cc(C(C)(C)O)oc(=O)c3c2)cc(OC)c1	/	-2	/	-2	0	-0.2	1.1	/	5
O=C(CCl)N1N=C(c2ccco2)CC1c1ccco1 (stereo not given)	13	-10	4	-5	-10	0.1	-1.3	30	9
CC(C)OC(=O)/C(=C/c1cccnc1)NC(=O)c1ccccc1	-1	8	0	-4	-1	0.2	5.4	-12	2
COc1cc(NC(=O)NCC2CCN(Cc3ccccc3Cl)CC2)cc(OC)c1OC	0	-4	4	-1	13	0.4	1.0	-3	-7
COc1cccc(OC)c1NC(=O)CN1CCC(NC(=O)c2cccc(F)c2)CC1	-4	1	-2	-4	-12	0.1	0.6	-4	1
COc1ccc(C(=O)NNC(=O)Nc2ccc(Cl)cc2)cc1	-6	-2	-6	-3	-6	0.2	3.6	2	-6

Source: PubChem BioAssay
